Bioassay records deposited in PubChem by The Scripps Research Institute Molecular Screening Center.
PAD4 FP inh – human PAD4 inhibitors, primary screen, biochemical, fluorescence polarization, 1536-well format | recombinant PAD4, RCA probe fluorescence polarization | inhibition, % at 6.36 µM | 0.41% of 330,000 active;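 active means percent inhibition above a cutoff equal to the mean of all tested compounds plus 3 SD, cut at about 15% in these data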;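 further: 0% = PAD4 with RCA probe and DMSO and 100% = probe without PAD4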
PME-1 primary – PME-1 inhibitors via competitive probe labeling, primary screen, biochemical, fluorescence polarization, FP-Rh probe, HTS; Protein phosphatase methylesterase 1 (Homo sapiens), Q9Y570; AID 2130, 2009; 0.53% of 320,000 active; recombinant PME-1; inhibition, % at 5.9 µM;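 active means inhibition above the campaign mean of all compounds plus 3 SD, cut at about 26% in these data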;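 further: competitive labeling of PME-1 active site by serine hydrolase directed probe; 0% = PME-1 with DMSO and 100% = wells lacking PME-1 enzyme; inhibitors block probe labeling so polarization falls and inhibition rises; many of its hits are not listed in these tables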
LYPLA1 inh – LYPLA1 inhibitors, primary screen, counter-screen for PME1 inhibitor project, biochemical, fluorescence polarization, FP-Rh probe ABPP; Acyl-protein thioesterase 1 (Homo sapiens), O75608; recombinant LYPLA1; inhibition, % at 5.9 µM; 0.16% of 320,000 active;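 active means inhibition above the mean of all tested compounds plus 3 SD, set per campaign, cut at about 14% in these data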;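 further: inhibitors block serine hydrolase probe labeling of LYPLA1 so polarization falls; 0% = enzyme with DMSO and 100% = wells lacking LYPLA1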
Target sequence (O75608 whole entry, looked up): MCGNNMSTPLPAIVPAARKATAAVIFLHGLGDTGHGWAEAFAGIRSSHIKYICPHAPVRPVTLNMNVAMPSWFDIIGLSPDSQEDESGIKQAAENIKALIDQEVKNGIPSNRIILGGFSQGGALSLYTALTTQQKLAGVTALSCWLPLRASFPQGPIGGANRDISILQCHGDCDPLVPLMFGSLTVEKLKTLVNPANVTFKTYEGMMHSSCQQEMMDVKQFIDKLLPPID
PAFAH1B2 FP inh – PAFAH1B2 enzyme inhibitors, primary screen, biochemical, fluorescence polarization, human | recombinant PAFAH1B2, FP-rhodamine activity probe | Platelet-activating factor acetylhydrolase IB subunit alpha2 (Homo sapiens), P68402 | inhibition, % at 3.39 µM | AID 492953, 2010 | 1.2% of 340,000 active;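 active means inhibition above the mean of all tested compounds plus 3 SD, cut at about 24% in these data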;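 further: 0% = enzyme with DMSO and 100% = wells lacking PAFAH1B2; many of its hits are not listed in these tables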
Target sequence (P68402 whole entry, looked up): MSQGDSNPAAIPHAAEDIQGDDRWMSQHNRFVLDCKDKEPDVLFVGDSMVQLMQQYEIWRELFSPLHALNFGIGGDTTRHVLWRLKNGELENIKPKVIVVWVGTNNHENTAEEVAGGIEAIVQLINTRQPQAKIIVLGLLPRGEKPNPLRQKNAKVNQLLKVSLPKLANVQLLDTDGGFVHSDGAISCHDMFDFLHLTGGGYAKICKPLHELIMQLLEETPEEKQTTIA
LYPLA2 inh – LYPLA2 inhibitors, primary screen, counter-screen for PME1 inhibitor project, biochemical, fluorescence polarization, FP-Rh probe ABPP | 0.38% of 320,000 active | Acyl-protein thioesterase 2 (Homo sapiens), O95372 | recombinant LYPLA2 | AID 2177, 2009 | inhibition, % at 5.9 µM;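 active means inhibition above the screen-wide mean plus 3 SD, limit set per campaign, cut at about 26% in these data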;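 further: 0% = LYPLA2 with DMSO and 100% = wells lacking LYPLA2 enzyme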
Target sequence (O95372 whole entry, looked up): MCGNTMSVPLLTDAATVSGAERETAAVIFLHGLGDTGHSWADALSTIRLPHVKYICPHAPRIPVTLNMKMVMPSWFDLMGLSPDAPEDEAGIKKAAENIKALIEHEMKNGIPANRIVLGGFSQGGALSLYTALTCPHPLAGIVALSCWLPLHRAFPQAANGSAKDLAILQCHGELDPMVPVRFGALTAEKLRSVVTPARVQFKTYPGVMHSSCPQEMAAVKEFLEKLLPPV
pPAFAH inh – pPAFAH enzyme inhibitors, primary screen, biochemical, fluorescence polarization, human. Platelet-activating factor acetylhydrolase (Homo sapiens), Q13093. recombinant pPAFAH, FP-rhodamine probe fluorescence polarization. inhibition, % at 3.39 µM. 1.5% of 330,000 active;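 active means inhibition above the mean inhibition across the screen plus 3 SD, cut at about 25% in these data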;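 further: inhibitors block binding of the rhodamine activity-based probe so polarization drops; 0% = enzyme with DMSO and 100% = wells lacking pPAFAH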
PAFAH2 inh – PAFAH2 enzyme inhibitors, primary screen, biochemical, fluorescence polarization, human | inhibition, % at 3.39 µM | Platelet-activating factor acetylhydrolase 2, cytoplasmic (Homo sapiens), Q99487 | recombinant PAFAH2, FP-rhodamine activity probe | 0.99% of 340,000 active;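 active means inhibition above the mean over all tested compounds plus 3 SD, cut at about 30% in these data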;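 further: inhibitors block probe labeling of enzyme so polarization drops; 0% = enzyme with DMSO and 100% = wells lacking PAFAH2 protein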
PAFAH1B3 inh – PAFAH1B3 enzyme inhibitors, primary screen, biochemical, fluorescence polarization, human; AID 492972, 2010; recombinant PAFAH1B3, FP-rhodamine probe; inhibition, % at 3.39 µM; Platelet-activating factor acetylhydrolase IB subunit alpha1 (Homo sapiens), Q15102; 0.28% of 340,000 active;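 active means inhibition above the screen-wide average of all tested compounds plus 3 SD, cut at about 25% in these data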;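 further: 0% = enzyme with DMSO only and 100% = wells lacking PAFAH1B3 protein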
GSTO1 inh – inhibitors of recombinant GSTO1, primary screen, counter-screen for RBBP9 inhibitor project, biochemical, fluorescence polarization. Glutathione S-transferase omega-1 (Homo sapiens), P78417. activity-based probe fluorescence polarization. inhibition, % at 5.96 µM. 1.1% of 300,000 active. AID 1974, 2009;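 active means inhibition above the campaign mean inhibition plus 3 SD, cut at about 35% in these data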;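 further: 0% = GSTO1-1 with DMSO and 100% = wells lacking GSTO1-1 enzyme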
Target sequence (P78417 whole entry, looked up): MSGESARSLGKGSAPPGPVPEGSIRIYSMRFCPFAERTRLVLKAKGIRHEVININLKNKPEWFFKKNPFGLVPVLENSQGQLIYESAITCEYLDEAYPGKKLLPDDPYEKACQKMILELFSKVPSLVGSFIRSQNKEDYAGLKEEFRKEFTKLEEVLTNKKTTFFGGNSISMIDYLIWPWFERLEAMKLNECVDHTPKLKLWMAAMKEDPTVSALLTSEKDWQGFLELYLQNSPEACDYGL
* hit, by the source's call. A portion of the library (hit frequency here may not be typical).

For Cn1c(Oc2ccccc2NCc2cc(Br)ccc2O)cc(=O)n(C)c1=O the results were PAD4 FP inh -2, PME-1 primary 2, LYPLA1 inh -1, PAFAH1B2 FP inh 4, LYPLA2 inh -2, pPAFAH inh 9, PAFAH2 inh 8, PAFAH1B3 inh 10 and GSTO1 inh 6.
Screening CCOc1ccc(NCc2cccn2-c2nnc(N3CCC(C(=O)NCCCN4CCCCC4C)CC3)s2)cc1 (configuration not stated) returned PAD4 FP inh -3, PME-1 primary 2, LYPLA1 inh 2, PAFAH1B2 FP inh 2, LYPLA2 inh -4, pPAFAH inh 7, PAFAH2 inh 0, PAFAH1B3 inh 6 and GSTO1 inh 11.
`O=C(CCCCCN1C(=O)[C@@H]2Cc3ccccc3CN2C1=O)NCCc1ccccc1` gave PAD4 FP inh 1, PME-1 primary -2, LYPLA1 inh 3, PAFAH1B2 FP inh 5, LYPLA2 inh 5, pPAFAH inh 5, PAFAH2 inh 7, PAFAH1B3 inh 0 and GSTO1 inh 0.
CN(C)c1ccc(CC2C(=O)Nc3ccccc32)cc1 (configuration not stated) was read as PAD4 FP inh -8, PME-1 primary 6, LYPLA1 inh 0, PAFAH1B2 FP inh -2, LYPLA2 inh 5, pPAFAH inh 24, PAFAH2 inh 6, PAFAH1B3 inh -1 and GSTO1 inh 48*.
For CCOC(=O)Cc1csc(NC(=O)Nc2ccc(C)cc2)n1 the results were PAD4 FP inh 0, PME-1 primary 4, LYPLA1 inh 1, PAFAH1B2 FP inh 0, LYPLA2 inh 6, pPAFAH inh 8, PAFAH2 inh 4, PAFAH1B3 inh 7 and GSTO1 inh -1.
`Cc1ccccc1Cn1c(Cc2ccccc2)nc2ccccc21` gave PAD4 FP inh 2, PME-1 primary 7, LYPLA1 inh -1, PAFAH1B2 FP inh 3, LYPLA2 inh 2, pPAFAH inh 5, PAFAH2 inh -1, PAFAH1B3 inh -2 and GSTO1 inh 0.
For COc1ccc(OCC(O)CNC(=O)Nc2cccc3ccccc23)cc1 (configuration not stated) the results were PAD4 FP inh -2, PME-1 primary 4, LYPLA1 inh 2, PAFAH1B2 FP inh 18, LYPLA2 inh 1, pPAFAH inh 3, PAFAH2 inh 1, PAFAH1B3 inh 11 and GSTO1 inh -10.
For CCc1cccc2c(C(=O)COC(=O)/C=C/c3ccc(O)c(OC)c3)c[nH]c12 the results were PAD4 FP inh -2, PME-1 primary -2, LYPLA1 inh -12, PAFAH1B2 FP inh -4, LYPLA2 inh -8, pPAFAH inh 6, PAFAH2 inh 11, PAFAH1B3 inh 8 and GSTO1 inh -5.
For O=c1oc2cc(OCc3c(F)c(F)c(F)c(F)c3F)ccc2cc1-c1ccccn1 the results were PAD4 FP inh 2, PME-1 primary -7, LYPLA1 inh -3, PAFAH1B2 FP inh 3, LYPLA2 inh -7, pPAFAH inh -4, PAFAH2 inh -12, PAFAH1B3 inh 5 and GSTO1 inh 6.
Screening CCSc1nnc(NC(=O)Cc2ccc(OC)c(S(=O)(=O)N3CCOCC3)c2)s1 returned PAD4 FP inh -4, PME-1 primary -2, LYPLA1 inh -2, PAFAH1B2 FP inh 12, LYPLA2 inh -2, pPAFAH inh -9, PAFAH2 inh -2, PAFAH1B3 inh 3 and GSTO1 inh -10.
`COC(=O)C(NS(=O)(=O)c1cccc(S(=O)(=O)NC(C(=O)OC)c2ccccc2)c1)c1ccccc1` (configuration not stated) gave PAD4 FP inh -1, PME-1 primary 9, LYPLA1 inh 1, PAFAH1B2 FP inh 1, LYPLA2 inh 2, pPAFAH inh 4, PAFAH2 inh -2, PAFAH1B3 inh 2 and GSTO1 inh 2.
For CC(=O)c1c(COC(=O)c2ccco2)nc2ccccc2[n+]1[O-] the results were PAD4 FP inh -2, PME-1 primary 4, LYPLA1 inh 2, PAFAH1B2 FP inh 3, LYPLA2 inh 6, pPAFAH inh 11, PAFAH2 inh 21, PAFAH1B3 inh 7 and GSTO1 inh 8.
For c1cncc(-c2nnc(C3CCCCC3)o2)c1 the results were PAD4 FP inh -1, PME-1 primary -1, LYPLA1 inh 0, PAFAH1B2 FP inh 5, LYPLA2 inh 6, pPAFAH inh -1, PAFAH2 inh 9, PAFAH1B3 inh -1 and GSTO1 inh -8.
`COc1ccc(-c2[nH]ncc2CN2CCC(N3CCSCC3)CC2)cc1F` gave PAD4 FP inh 1, PME-1 primary -1, LYPLA1 inh 2, PAFAH1B2 FP inh 1, LYPLA2 inh 9, pPAFAH inh 5, PAFAH2 inh 3, PAFAH1B3 inh 10 and GSTO1 inh 7.
For CCOC(=O)c1c(NC(=O)c2c(Br)cnn2CC)sc(C)c1C the results were PAD4 FP inh -4, PME-1 primary -1, LYPLA1 inh -1, PAFAH1B2 FP inh 2, LYPLA2 inh -5, pPAFAH inh 0, PAFAH2 inh 3, PAFAH1B3 inh -9 and GSTO1 inh 2.
For Fc1ccc(N2CN(Cc3cccnc3)CNC2=S)cc1 the results were PAD4 FP inh 2, PME-1 primary -5, LYPLA1 inh 0, LYPLA2 inh 0, pPAFAH inh 1 and GSTO1 inh 0.
For COC(=O)c1cc(OC)cc(O)c1C(=O)c1c(O)cc(C)cc1O the results were PAD4 FP inh 4, PME-1 primary 1, LYPLA1 inh 2, PAFAH1B2 FP inh 3, LYPLA2 inh 2, pPAFAH inh 9, PAFAH2 inh 2, PAFAH1B3 inh 2 and GSTO1 inh 12.
`Cc1cccc(NC(=O)Cn2cc(C(=O)C3CC3)c3ccccc32)c1C` gave PAD4 FP inh -7, PME-1 primary -10, LYPLA1 inh -6, PAFAH1B2 FP inh 3, LYPLA2 inh -15, pPAFAH inh 3, PAFAH2 inh 2, PAFAH1B3 inh 4 and GSTO1 inh 3.
For CN(C)N1C(N)=C(C#N)C(c2cccs2)C2=C1CC(C)(C)CC2=O (configuration not stated) the results were PAD4 FP inh -1, PME-1 primary 3, LYPLA1 inh -3, LYPLA2 inh 1, pPAFAH inh -4 and GSTO1 inh 8.
`CCCCc1nnc2c(N(C)S(=O)(=O)c3ccc(C)cc3)nc3ccccc3n12` gave PAD4 FP inh -6, PME-1 primary -5, LYPLA1 inh 0, PAFAH1B2 FP inh 7, LYPLA2 inh -4, pPAFAH inh -6, PAFAH2 inh -1, PAFAH1B3 inh 3 and GSTO1 inh -3.
CC(C)(C)c1ccc(OCC(=O)NNC(=S)NC(=O)c2ccco2)c(Br)c1 was read as PAD4 FP inh 0, PME-1 primary 7, LYPLA1 inh 2, PAFAH1B2 FP inh 18, LYPLA2 inh 6, pPAFAH inh 4, PAFAH2 inh -11, PAFAH1B3 inh 2 and GSTO1 inh -2.
`CC1(c2ccc(OC(F)F)cc2)NC(=O)N(CC(=O)Nc2ccc(N3CCCCC3)cc2)C1=O` (configuration not stated) gave PAD4 FP inh 0, PME-1 primary -1, LYPLA1 inh 3, PAFAH1B2 FP inh 1, LYPLA2 inh 0, pPAFAH inh 8, PAFAH2 inh 4, PAFAH1B3 inh -5 and GSTO1 inh -6.
`O=C(CSc1nnc(CNC(=O)c2c(F)cccc2F)o1)Nc1ccc2c(c1)OCO2` gave PAD4 FP inh 0, PME-1 primary -2, LYPLA1 inh 0, PAFAH1B2 FP inh -2, LYPLA2 inh 7, pPAFAH inh 3, PAFAH2 inh 7, PAFAH1B3 inh 8 and GSTO1 inh 5.
Screening Cn1c(=O)[nH]c(=O)c2c1nc(SCCN1CCOCC1)n2Cc1ccccc1 returned PAD4 FP inh 0, PME-1 primary -5, LYPLA1 inh 6, PAFAH1B2 FP inh 4, LYPLA2 inh 5, pPAFAH inh 7, PAFAH2 inh 2, PAFAH1B3 inh -1 and GSTO1 inh -2.
`COCCNC(=O)c1nn2cccnc2c1Cl` gave PAD4 FP inh 6, PME-1 primary 3, LYPLA1 inh 2, PAFAH1B2 FP inh 3, LYPLA2 inh 4, pPAFAH inh 2, PAFAH2 inh -10, PAFAH1B3 inh 12 and GSTO1 inh 2.
`COc1cc(C(=O)OC2CC3CCC2(C)C3(C)C)ccc1OC(C)=O` (configuration not stated) gave PAD4 FP inh 5, PME-1 primary 0, LYPLA1 inh -1, PAFAH1B2 FP inh 4, LYPLA2 inh -2, pPAFAH inh 1, PAFAH2 inh 2, PAFAH1B3 inh 9 and GSTO1 inh -2.
`Cc1cc(N(C)Cc2ccccc2)nc(-c2ccccc2)n1` gave PAD4 FP inh -5, PME-1 primary -5, LYPLA1 inh 1, PAFAH1B2 FP inh -1, LYPLA2 inh 6, pPAFAH inh 10, PAFAH2 inh -15, PAFAH1B3 inh 4 and GSTO1 inh 3.
For Cc1ccc(C)c(OCC(=O)O/N=C(\N)c2cccc([N+](=O)[O-])c2)c1 the results were PAD4 FP inh 0, PME-1 primary 2, LYPLA1 inh -4, PAFAH1B2 FP inh 4, LYPLA2 inh -3, pPAFAH inh 2, PAFAH2 inh 1, PAFAH1B3 inh 3 and GSTO1 inh -6.
`CCC(C)(C)NC(=O)C(c1ccc(OC)cc1)N(Cc1cccs1)C(=O)CCC(=O)Nc1cc(C)on1` (configuration not stated) gave PAD4 FP inh 1, PME-1 primary 0, LYPLA1 inh -4, PAFAH1B2 FP inh 5, LYPLA2 inh -2, pPAFAH inh 4, PAFAH2 inh 4, PAFAH1B3 inh -3 and GSTO1 inh 4.
For CC(NC(=O)c1cccs1)C(=O)NC1=NCCS1 (configuration not stated) the results were PAD4 FP inh 0, PME-1 primary 1, LYPLA1 inh -1, PAFAH1B2 FP inh 2, LYPLA2 inh -5, pPAFAH inh 5, PAFAH2 inh 0, PAFAH1B3 inh 1 and GSTO1 inh 1.
CCOC(=O)C(NC(=O)CC)(Nc1ccc(S(=O)(=O)Nc2ncccn2)cc1)C(F)(F)F (configuration not stated) was read as PAD4 FP inh 1, PME-1 primary 3, LYPLA1 inh -2, PAFAH1B2 FP inh 0, LYPLA2 inh -5, pPAFAH inh 1, PAFAH2 inh 11, PAFAH1B3 inh 2 and GSTO1 inh -9.
CCn1c(=O)n(CC(=O)N2CCN(c3ccccc3F)CC2)c(=O)c2ccccc21 was read as PAD4 FP inh -5, PME-1 primary -3, LYPLA1 inh -2, PAFAH1B2 FP inh -1, LYPLA2 inh -1, pPAFAH inh 1, PAFAH2 inh -5, PAFAH1B3 inh -1 and GSTO1 inh -10.
CCN1C(=O)c2cccc3c(S(=O)(=O)Nc4nc(C)cs4)ccc1c23 was read as PAD4 FP inh 0, PME-1 primary 12, LYPLA1 inh 0, PAFAH1B2 FP inh 5, LYPLA2 inh -2, pPAFAH inh 7, PAFAH2 inh 5, PAFAH1B3 inh 6 and GSTO1 inh 3.
Screening COc1ccc(-c2nnc(SCC(=O)N3c4ccccc4Sc4ccccc43)o2)cc1 returned PAD4 FP inh 2, PME-1 primary 0, LYPLA1 inh -3, PAFAH1B2 FP inh 3, LYPLA2 inh 2, pPAFAH inh 4, PAFAH2 inh 0, PAFAH1B3 inh 1 and GSTO1 inh 3.
